# Screening results: PubChem, National Center for Advancing Translational Sciences (NCATS)
# p53null 32C kill: p53 null cell cytotoxicity, permissive temperature; H1299-neo p53 null cells, ATP luminescence, 24 h, 32C; Potency, µM (highest dose often 46.1 µM), for the others: at the highest dose activity change, negative = cytotoxicity, actives largely listed as cytotoxic; hit rate 0.62% among 55,000; AID 903;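 note: 0% = DMSO only and -100% = full killing by 100 µM tamoxifen; nearly all actives have a fitted effect of over 55% in size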
#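 H1299-neo (p53 null) cells, 600/well, treated 24 h at 32C with compound up to 46 uM; ATPlite luminescence viability, normalized to DMSO and 100 uM tamoxifen; AC50 by Hill fit.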
# p53null 39C kill: p53 null cell cytotoxicity, nonpermissive temperature; H1299 p53-null (neo) cells, 39C, ATPlite viability, 24 h; Potency, µM (highest dose often 46.1 µM), inactives show at the top dose activity, negative = cell killing, most hits filed as cytotoxic; hit rate 0.97% among 55,000;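 note: 0% = DMSO only and -100% = full killing by 100 µM tamoxifen; nearly all actives have a fitted effect of over 50% in size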
#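 Following overnight plating at 37C (600 cells/well), H1299-neo or H1299-p53A138V cells are dosed up to 46 uM. Incubation lasts 24 hr at 39C before ATP detection.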
# * marks the source's active call; other numbers are inactive results; ? = inconclusive; [ ] = another dose, or the depositor's remark. Calls come from the whole dose curve; as a rule, active = well fitted cell-killing curve with a large enough effect; inconclusive = small, poorly fitted or top-dose-only effect; inactive = no such curve, though single readings can be large or run the other way. Potency is the fitted concentration of half-maximal effect. The list is partial (hit frequency here may not be typical).
# Under each structure: p53null 32C kill, p53null 39C kill
CCOCc1nnc(NC(=O)c2ccc(OC)cc2)s1
 : -1%, -8%
Cc1ccc2oc(=O)n(CC(=O)OC(C)C)c2c1
 : 0%, -5%
COc1cccc(C2N(c3ccc(Cl)cc3)C(=O)C3CCCN32)c1 (stereo unspecified)
 : 0%, 0%
O=C(CSc1nnc(-c2cccnc2)n1-c1ccccc1)Nc1ccccc1
 : -6%, -1%
O=C(CN1CCN(S(=O)(=O)c2ccccc2)CC1)Nc1ccccc1C(=O)c1ccccc1
 : -22%, -11%
Cc1noc(C)c1CSc1nc2[nH]ncc2c(=O)n1-c1ccccc1
 : 25%, -10%
C=CCNc1nc(N2CCOCC2)nc(N2CCOCC2)n1
 : 14%, 12%
COc1ccc(/C(O)=C2/C(=O)C(=O)N(CC3CCCO3)C2c2cccc(OC)c2)cc1 (stereo unspecified)
 : 2%, 5%
COc1ccc(CNc2ccc(C)cc2)cc1Br
 : 1%, 7%
N#CCCn1cc(/C=N/NC(=O)c2ccncc2)c(-c2ccc(F)cc2)n1
 : 1%, 16%
COc1cc(-c2nc(-c3ccccc3)c(-c3cc([N+](=O)[O-])ccc3C)[nH]2)cc(OC)c1OC
 : -1%, -4%
O=C(NCCN1CCOCC1)c1cc(-c2cccs2)on1
 : -5%, -11%
CC(C)OC(=O)c1cccc(NC(=O)c2ccccc2)c1
 : -24%, -20%
CN(C)c1nc(N(C)C)nc(N(C#N)CCOc2ccccc2)n1
 : -1%, 11%
COc1ccc(OCc2cccc(C(=O)N3CCCC3)c2)cc1
 : ?, ?
O=C(NCC(=O)N(Cc1ccccc1)C(C(=O)NC1CCCCC1)c1ccco1)c1ccco1 (stereo unspecified)
 : 7%, -14%
O=C(Nc1ccccc1)Nc1ccc(Br)cc1F
 : -15%, -6%
OCCCNC(c1ccccc1)c1ccc(O)cc1 (stereo unspecified)
 : -1%, 34%
Cc1nc(C)c(C(=O)C2=C(O)C(=O)N(CCN3CCOCC3)C2c2cccs2)s1 (stereo unspecified)
 : 7%, 13%
COc1ccc(N(CC(=O)Nc2cccc(C(F)(F)F)c2)S(C)(=O)=O)cc1
 : -5%, -6%
Cc1cccc(C)c1NC(=O)Cn1c(CN2CCCCC2)nc2ccccc2c1=O
 : 8%, 3%
CSc1ccccc1N=CC1=C(O)CC(C)(C)CC1=O
 : 12%, 38%
COc1ccccc1/C=C/C=N/NC(=O)CCC1C(=O)NN=C1C (stereo unspecified)
 : 1%, -21%
CCc1nnc(NC(=O)CN2CCN(c3cccc(OC)c3)CC2)s1
 : 6%, 1%
COc1ccccc1Nc1nc2ccccc2n1C
 : -24%, -14%
CCCn1c(SCC(=O)N2c3ccc(F)cc3CCC2C)nnc1-c1ccccn1 (stereo unspecified)
 : 3%, -5%
Nc1c(C(=O)NCCc2ccccc2)nnn1Cc1ccccc1
 : 7%, 20%
COc1ccc(CNC(=O)C(c2ccc(C)o2)N(Cc2cccs2)C(=O)Cc2cccs2)cc1 (stereo unspecified)
 : 4%, -17%
Cc1onc(-c2c(F)cccc2Cl)c1C(=O)Nc1nc2c(s1)CCCC2
 : 8%, 6%
Cc1ccc(NC(=O)c2ccncc2)cc1S(=O)(=O)N(C)C
 : -7%, 11%
CCOC(=O)C1=NN(c2ccccc2)C(c2ccccc2)CC1=O (stereo unspecified)
 : -1%, 20%
CCN(CC)S(=O)(=O)N1CCC(C(=O)NCC2COc3ccccc3O2)CC1 (stereo unspecified)
 : 8%, -12%
CC12CC(NC(=O)N1CCc1ccccc1)c1cc(Cl)ccc1O2 (stereo unspecified)
 : -2%, -9%
Cn1c(=O)c2c(nc(N3CCc4ccccc4C3)n2Cc2ccccc2F)n(C)c1=O
 : 0%, 18%
O=C(NCCc1ccccn1)c1cc(-c2cccc3ccccc23)nc2ccccc12
 : -3%, 3%
O=C(COc1cccc(Cl)c1)Nc1nc(-c2ccc(S(=O)(=O)N3CCOCC3)cc2)cs1
 : -3%, -21%
CCC(C)NC(=O)C1CCCN(c2nc(C)cc(OC)n2)C1 (stereo unspecified)
 : 0%, 8%
S=c1[nH]nc(COc2ccccc2)n1/N=C/C=C/c1ccccc1
 : 7%, 30%[1.84 µM]
CC(/C=N/n1cnnc1)=C\c1ccco1
 : -6%, 5%
Cc1cccc(NC(=O)c2cc3c([nH]c4ccccc43)c(C)n2)c1C
 : 5%, 26%
Cc1nc(NC(=O)C2CCCCC2)sc1C
 : -4%, 4%
COc1cccc(C(=O)NC2=NCCS2)c1
 : ?, ?
O=C(CO/N=C/c1ccccc1O)NNC(=O)c1ccccc1Cl
 : -1%, -7%
Cc1nc2ccccc2n1CCCOc1ccccc1
 : ?, ?
COC(=O)c1ccc(N(C(=O)c2ccco2)C(C(=O)NC2CCCC2)c2ccco2)cc1 (stereo unspecified)
 : -4%, -5%
O=C(C1CCN(Cc2ccc(OCc3ccccc3)cc2)CC1)N1CCCC1
 : -11%, ?
CC12C=CC3(O1)C(C(=O)N(c1ccccc1)C3C(=O)NC1CCCC1)C2C(N)=O (stereo unspecified)
 : -2%, -1%
COc1ccc(NC(=O)CSc2ccc(-c3ccccn3)nn2)cc1OC
 : -5%, 24%
CCOC(=O)c1ccc(NC(=O)CSC2=NC(=O)C(CC)C(=O)N2)cc1 (stereo unspecified)
 : 4%, 2%
O=C1CCC2c3ccc4ccccc4c3CCN12 (stereo unspecified)
 : 1%, 4%
CC1CCN(C(=O)CSc2nnc(Cn3c(=O)sc4ccccc43)n2C)CC1
 : 7%, 2%
CCC(C)(C)NC(=O)C(c1ccc(C)cc1)N(Cc1cccnc1)C(=O)c1csnn1 (stereo unspecified)
 : 3%, -8%
CCCCC(NC(C)=O)c1nc2ccccc2n1CCC (stereo unspecified)
 : 4%, 2%
O=C1CCC(=O)N1OCCCCOc1ccccc1
 : -4%, -1%
CCOC(=O)C1CCCN(CCCc2ccccc2)C1 (stereo unspecified)
 : -1%, 16%
CCOc1ccc(N(C(=O)Cn2nnc3ccccc32)C(C(=O)NC(C)(C)CC)c2cccn2C)cc1 (stereo unspecified)
 : 0%, 7%
Cc1cccc2c(-c3ccccc3)cc(=O)[nH]c12
 : 2%, 9%
CCCCCOC(=O)CC(C(=O)OCCCCC)N1CCCCC1 (stereo unspecified)
 : 6%, 12%
Cn1c(SCC(=O)Nc2ccc(NC(=O)c3cccs3)cc2)nnc1-c1ccncc1
 : -2%, 0%
COc1ccccc1OCCSc1nc(N)cc(N)n1
 : -5%, -25%

# Rewritten bar-delimited: part of the list above.
SMILES | p53null 32C kill | p53null 39C kill
S=c1[nH]nc(COc2ccccc2)n1/N=C/C=C/c1ccccc1 | 7% | 30%[1.84 µM]
CC(/C=N/n1cnnc1)=C\c1ccco1 | -6% | 5%
Cc1cccc(NC(=O)c2cc3c([nH]c4ccccc43)c(C)n2)c1C | 5% | 26%
Cc1nc(NC(=O)C2CCCCC2)sc1C | -4% | 4%
COc1cccc(C(=O)NC2=NCCS2)c1 | ? | ?

# A draw from above in order of formula weight, highest first:
# Under each structure: p53null 32C kill, p53null 39C kill
O=C(COc1cccc(Cl)c1)Nc1nc(-c2ccc(S(=O)(=O)N3CCOCC3)cc2)cs1
 : -3%, -21%
Cn1c(=O)c2c(nc(N3CCc4ccccc4C3)n2Cc2ccccc2F)n(C)c1=O
 : 0%, 18%
CC12CC(NC(=O)N1CCc1ccccc1)c1cc(Cl)ccc1O2 (stereo unspecified)
 : -2%, -9%
Cc1nc(NC(=O)C2CCCCC2)sc1C
 : -4%, 4%

# Additional records follow.
# Under each structure: p53null 32C kill, p53null 39C kill
Cc1cccc(NC(=S)NNC(=O)c2csc(C(C)C)c2)c1
 : -8%, -19%
CCc1cc(C(=O)NNC(=S)Nc2cc(C)ccc2C)cs1
 : -13%, -23%
COc1ccc(NC(=O)Cc2ccccc2)cc1
 : -6%, 7%
COc1ccc(CCNS(=O)(=O)c2ccc3c(c2)oc(=O)n3C)cc1OC
 : -6%, 1%
CC(C)CNC(=S)NNC(=O)c1ccco1
 : 10%, 8%
CC(=O)c1ccc(NC(=O)COC(=O)c2ccccc2Sc2ccccc2C#N)cc1
 : -6%, -4%
COc1cc2c(cc1NC(=O)COC(=O)CNS(=O)(=O)c1ccc(C)cc1)oc1ccccc12
 : -6%, 2%
Cc1nn(CCO)c2c1C(=O)CCC2
 : 4%, 10%
Cn1c(=O)c2c(nc(NC3CCCCC3)n2CC(=O)C23CC4CC(CC(C4)C2)C3)n(C)c1=O
 : 7%, 22%
CCCCCc1c(C)nc(N2CCc3ccccc32)[nH]c1=O
 : 4%, -7%
COC(=O)Nc1ccc2c(c1)OCO2
 : 1%, 1%
CCC(C)NC(=O)c1c(F)c(F)c(F)c(F)c1F (stereo unspecified)
 : -11%, -17%
S=c1[nH]c2ccc(Cl)cc2[nH]1
 : 7%, 18%
CCc1nnc(N2C(=O)c3ccc(Oc4ccc([N+](=O)[O-])cc4)cc3C2=O)s1
 : 7%, 0%
COc1ccc(CN(C(=O)c2cc3ccccc3oc2=O)C2CCCC2)cc1
 : 2%, 4%
CCN(CC)CCNC1=CC(=O)OC12CCCCC2
 : 1%, 12%
COc1cc(C)c(S(=O)(=O)N2CCOCC2)cc1C
 : -11%, 13%
COC(=O)c1ccc(CSc2nc3c(cnn3-c3ccccc3)c(=O)[nH]2)o1
 : -6%, 5%
COc1ccc(-c2nnc(SCc3cccnc3)o2)cc1
 : -18%, -30%
Cc1cc(C)c(C(N)=O)c(Nc2cccc(Cl)c2)n1
 : -12%, 24%
Cc1ccccc1CSCCNC(=O)c1ccc(Cl)c(S(=O)(=O)N2CCOCC2)c1
 : 8%, -6%
CCC1C(=O)CC(c2ccco2)NC1c1ccco1 (stereo unspecified)
 : -16%, -4%
Cc1ccc(S(=O)(=O)CCC(=O)O)cc1C
 : 2%, 4%
CCOC(=O)N1CCN(C(=O)CSc2nnc(-c3cc(OC)ccc3OC)o2)CC1
 : -5%, -2%
Cc1ccc(OC(C)C(=O)O)cc1C (stereo unspecified)
 : -24%, 3%
N#Cc1ccccc1Cn1c(=O)n(Cc2ccc(C(=O)NCc3ccco3)cc2)c(=O)c2ccccc21
 : 8%, 16%
Cc1cc(C)c(C#N)c(N2CCOCC2)n1
 : 8%, 4%
COc1ccccc1-c1ccc(Nc2cccc(C(F)(F)F)c2)nn1
 : 1%, 12%
CC1=C(C(=O)OCC(C)C)[C@]23C(=O)c4ccccc4[C@@]2(O1)OC(N)=C3C#N
 : -10%, 4%
O=C(CCc1ccc(S(=O)(=O)NCCc2ccccc2)cc1)NCc1ccco1
 : -11%, -4%
COc1cc(Cl)c(C)cc1NC(=O)CSCC#N
 : -2%, 14%
CCOC(=O)c1nnn(CC(=O)N2N=C(c3ccc(Cl)cc3)CC2c2ccccc2)c1C(=O)OCC (stereo unspecified)
 : -3%, 20%
COC(=O)C1=C(C)N=C2SCCC(=O)N2C1c1ccc(OC(=O)c2ccco2)cc1 (stereo unspecified)
 : -10%, -10%
COc1ccc(N2C(=O)CC(N3CCN(c4nc5ccccc5s4)CC3)C2=O)cc1 (stereo unspecified)
 : 1%, 20%
COc1ccc(C(=O)Nc2ccc3c(c2)OCCO3)cc1
 : 11µM*, 11µM*
CCOC(=O)C1=C(C)NC(SC)=NC1c1ccccc1 (stereo unspecified)
 : -6%, 1%
NC(=O)C1(N2CCCCC2)CCN(C(=O)Nc2ccccc2C(F)(F)F)CC1
 : 0%, 0%
Cc1cccc(NC(=O)CSc2nc3c(oc4ccccc43)c(=O)n2-c2ccccc2)c1
 : 3%, 5%[1.84 µM]
CC(=O)Nc1ccc(S(=O)(=O)CCC(=O)O)cc1
 : -1%, -5%
COc1ccc(NC(=O)C2CCCN2C(=O)NCc2ccccc2)cc1OC (stereo unspecified)
 : -4%, -8%
Cc1ccc2c(c1)nnn2C1CCN(S(=O)(=O)c2ccc(C(=O)N(C)C)cc2)CC1
 : -5%, 3%
Cc1cc(C)n(-c2cc(N3CCOCC3)ncn2)n1
 : -6%, 2%
CC1CCCCC1NC(=O)CCn1c(=O)oc2ccccc21 (stereo unspecified)
 : 1%, -3%
O=C1NCCc2cc3c(cc21)OCO3
 : -10%, 10%
CCC1=NN=C(c2ccc(F)cc2)C(c2c[nH]c3ccccc23)N1O (stereo unspecified)
 : 10%, 42%[activator]
Cc1ccc(NC(=O)C2CCC(=O)N2)cc1C (stereo unspecified)
 : 2%, 4%
CC(C)(C)NC(=O)C(c1ccncc1)N(Cc1cccs1)C(=O)Cn1nnc(-c2ccc(F)cc2)n1 (stereo unspecified)
 : -3%, -13%
O=C(Oc1cccc2ccccc12)c1ccncc1
 : -6%, 9%
Cc1cc(NC(=O)c2ccoc2C)no1
 : -9%, -7%
COc1cc(OC)cc(C(=O)NCCCN2CCOCC2)c1
 : 10%, 9%
NC(=O)CSc1nnc(-c2ccncc2)n1-c1ccc(Cl)cc1
 : 15%, 2%
CCOC(=O)c1c(-c2ccccc2)csc1NC(=O)/C(C#N)=C/c1ccc(O)c(OC)c1
 : -6%, 22%[1.84 µM]
COc1ccc(CCNC(=O)c2cnc3n(c2=O)CCS3)cc1OC
 : 2%, -4%
CCCCOc1ccc(C(=O)Nc2cc(C)c(OCC(=O)N3CCOCC3)c(C)c2)cc1
 : ?, -34%
C/C(=N\NC(=O)c1csc(C)c1C)c1ccco1
 : ?, ?
